From PubChem BioAssay
POLI inh = blocks human DNA polymerase iota activity; Q9UNA4; Pol iota fluorescent replication assay, 10 min; Potency, µM (top dose mostly 115 µM), for the others: at the highest dose activity, negative = inhibition, usual class: inhibitors; hit rate 1% among 390,000; AID 588590; also: potency is read from the fitted curve at half-maximal effect
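Fluorescent replication assay read twice, at 0 min and 10 min after adding 50 nM (final) substrate. Enzyme (10 nM) and compounds were first incubated 15 min at room temperature; enzyme-free buffer wells were negative controls.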
APE1 inh = APE1 (human) endonuclease inhibition; P27695; recombinant APE1, TAMRA/BHQ-2 abasic DNA cleavage fluorescence; Potency, µM (highest dose often 65.8 µM), inactives show top-dose activity change, negative = inhibition, most hits filed as inhibitors; hit rate 0.35% among 350,000;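 also: potency is read from the fitted curve at half-maximal effect; plate controls were vehicle for no effect and reference inhibitor for full effect; nearly all actives have a fitted effect of over 55% in size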
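Enzyme (0.75 nM final) and test compound are incubated 15 min at room temperature before adding 50 nM quenched THF abasic-site duplex. Cleavage dequenches TAMRA, followed at 525/598 nm over three reads one minute apart.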
GRP78 ERSR act = induces the endoplasmic reticulum stress response in human glioma cells | U87-MG GRP78 promoter luciferase reporter, 16 h | Potency, µM, for inactives: top-dose activation, usual class: activators | hit rate 0.02% among 420,000; also: potency is read from the fitted curve at half-maximal effect; series mostly up to about 76 µM; % of control where 0% means no effect; nearly all actives have a fitted effect of over 35% in size
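Stably transfected U87-MG glioma cells carrying a GRP78-based luciferase sensor; 16 h compound incubation. Luminescence end-point read 10 min after Bright-Glo addition at room temperature.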
Pol beta inh = blocks human DNA polymerase beta activity. Pol beta primer extension/strand displacement, fluorescence kinetic. AID 485314. Potency, µM (top dose mostly 114 µM), inactives show at the top dose activity change, negative = inhibition, most hits filed as inhibitors. hit rate 1.3% among 340,000; also: potency is read from the fitted curve at half-maximal effect; % is scaled to controls: 0 for no effect and ±100 for the full control effect
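Reaction started by 50 nM substrate onto compound-treated Pol beta (10 nM, 15 min preincubation, room temperature); plates read at 0 min and 10 min. Normalized concentration-effect data fitted by four-parameter Hill equation.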
BLM helicase inh = inhibitors of human Bloom syndrome helicase BLM; recombinant BLM DNA unwinding, fluorescence dequenching; Potency, µM (series often up to 56.1 µM), for inactives: at the top dose activity change, negative = inhibition, hits mostly inhibitors; hit rate 0.2% among 350,000; AID 2528;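 also: potency is read from the fitted curve at half-maximal effect; plate controls were vehicle for no effect and no enzyme for full effect; nearly all actives have a fitted effect of over 35% in size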
LDHA inh = LDHA (human) enzyme inhibition. activity change, % (values are at about 110 or 230 µM). purified LDHA, NADH/diaphorase-resazurin fluorescence; hits give low values. P00338. hit rate 0.15% among 480,000. AID 1347041; in the data active = activity change below about -30%; inconclusive = mostly about -25% to -30%;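 also: plate controls were DMSO wells for no effect and wells without enzyme for full effect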
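LDH5 2 nM; NADH 0.06 mM, pyruvate 0.2 mM; 200 mM Tris pH 7.4, EDTA, Tween-20; 5 min RT. Detection: diaphorase 0.133 mg/mL + resazurin 37 µM, fluorescence ex540/em590 at 0 and 20 min; normalized to enzyme-free and DMSO wells.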
POLH inh = blocks human DNA polymerase eta activity | Q9Y253 | recombinant Pol eta, fluorescent DNA replication assay | Potency, µM (highest dose often 114 µM), inactives show at the top dose activity change, negative = inhibition, most hits filed as inhibitors | hit rate 1.2% among 390,000 | AID 588591; also: potency is read from the fitted curve at half-maximal effect; % is scaled to controls: 0 for no effect and ±100 for the full control effect
Target sequence (Q9Y253 whole entry, looked up): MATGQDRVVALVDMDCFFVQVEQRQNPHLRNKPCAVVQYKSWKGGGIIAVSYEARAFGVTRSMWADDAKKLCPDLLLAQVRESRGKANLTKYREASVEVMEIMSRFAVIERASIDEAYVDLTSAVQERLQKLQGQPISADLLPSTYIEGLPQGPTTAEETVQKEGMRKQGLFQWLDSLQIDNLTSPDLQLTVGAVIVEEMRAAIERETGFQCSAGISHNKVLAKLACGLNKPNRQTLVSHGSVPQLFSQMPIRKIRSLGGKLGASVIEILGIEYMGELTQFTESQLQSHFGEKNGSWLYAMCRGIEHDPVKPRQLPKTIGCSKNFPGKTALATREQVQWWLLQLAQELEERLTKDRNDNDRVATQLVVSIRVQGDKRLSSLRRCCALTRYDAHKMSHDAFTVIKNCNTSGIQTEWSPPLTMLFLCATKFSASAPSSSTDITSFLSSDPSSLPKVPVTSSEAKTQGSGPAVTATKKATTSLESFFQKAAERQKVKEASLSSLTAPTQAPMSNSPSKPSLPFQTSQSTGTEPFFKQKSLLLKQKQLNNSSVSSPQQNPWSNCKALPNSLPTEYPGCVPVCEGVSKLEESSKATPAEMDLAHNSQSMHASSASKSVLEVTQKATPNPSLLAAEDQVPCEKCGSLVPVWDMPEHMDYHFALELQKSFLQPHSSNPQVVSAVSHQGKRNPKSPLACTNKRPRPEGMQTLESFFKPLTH
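Fluorescent replication assay: 50 nM final substrate added after a 15 min room-temperature compound preincubation with 10 nM enzyme. Signal taken at 0 min and again at 10 min.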
Apoferritin bind = candidate novel general anesthetic via apoferritin binding | P02791 | apoferritin/1-aminoanthracene competitive binding, fluorescence | Potency, µM (titrated, usually from 77.5 µM), without a hit: at the highest dose activity change, negative = displacement, hits mostly inhibitors | hit rate 0.074% among 350,000 | AID 485281; also: potency is read from the fitted curve at half-maximal effect; % is scaled to controls: 0 for no effect and ±100 for the full control effect; nearly all actives have a fitted effect of over 20% in size
Target sequence (P02791 2-175 limits assumed): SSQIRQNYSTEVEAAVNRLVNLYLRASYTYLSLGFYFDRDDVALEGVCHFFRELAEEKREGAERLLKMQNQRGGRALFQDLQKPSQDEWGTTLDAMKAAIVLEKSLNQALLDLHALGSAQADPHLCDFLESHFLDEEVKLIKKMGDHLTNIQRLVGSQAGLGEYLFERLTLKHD
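Probe: 1-aminoanthracene (50% saturated, PBS). Protein: horse-spleen apoferritin, 10 uM. Incubation: 10 min, room temperature. Detection: 380 nm excitation, 535 nm emission. Analysis: normalized response, four-parameter Hill.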
Pol kappa inh = DNA polymerase kappa (human) inhibition; purified Pol kappa, fluorescent DNA synthesis assay, 10 min; Q9UBT6; Potency, µM (highest dose often 107 µM), without a hit: at the top dose activity, negative = inhibition, most hits filed as inhibitors; hit rate 0.53% among 400,000; also: potency is read from the fitted curve at half-maximal effect; % is scaled to controls: 0 for no effect and ±100 for the full control effect
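50 nM final substrate added after 15 min RT preincubation of 10 nM Pol kappa with compound; fluorescence read at 0 and 10 min.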
* hit, by the source's call; u = inconclusive; x = not tested or not shown; [ ] = dose if it differs, or a comment. Unless noted, calls follow the shape of the dose curve; as a rule, active = well fitted curve in the direction sought with a large enough effect; inconclusive = small, poorly fitted or top-dose-only effect, or another doubt; inactive = no such curve, though single readings can be large; an effect the other way counts as inactive or inconclusive. Only part of the results is shown; rates above refer to the full screens.

Labels used below – A = POLI inh; B = APE1 inh; C = GRP78 ERSR act; D = Pol beta inh; E = BLM helicase inh; F = LDHA inh; G = POLH inh; H = Apoferritin bind; I = Pol kappa inh
O=C1Nc2ncccc2OC1CCCl (stereo unspecified)
  A = 40%[activator] | B = 7% | C = -4% | D = 1% | E = 1% | F = 3 | G = 2% | H = -3% | I = -17%

Cc1ccc(OCCCC(=O)Nc2sc3c(c2C(N)=O)CCCC3)cc1
  A = -4% | B = x | C = -2% | D = -9% | E = -1% | F = 2 | G = -5% | H = -13% | I = -4%

CCOc1ccc(NC(=O)CSc2nnnn2C2CC2)cc1S(=O)(=O)N1CCCC1
  A = 5% | B = -1% | C = -1% | D = x | E = x | F = -11 | G = -12% | H = x | I = -8%

O=c1/c(=C\c2cccn2-c2ccccc2)sc2nc3ccccc3n12
  A = 19% | B = 15% | C = 1% | D = 9% | E = -3% | F = -2 | G = 5% | H = -5% | I = -1%

Cc1sc2ncnc(NCc3ccco3)c2c1C
  A = u | B = u | C = 3% | D = 45µM* | E = -16% | F = -1 | G = u | H = -15% | I = -28%

O=C(NCCC1CCCCN1S(=O)(=O)c1ccccc1)C(=O)Nc1ccc(F)cc1F (stereo unspecified)
  A = 39%[activator] | B = 1% | C = -3% | D = x | E = x | F = -8 | G = 0% | H = x | I = -10%

COc1ccc2nc(C)cc(SCC(=O)N/N=C/c3ccc(O)cc3O)c2c1
  A = 4% | B = 2% | C = -7% | D = -23% | E = -8% | F = -3 | G = -14% | H = -20% | I = -7%

CN(C)C(CNC(=O)c1ccc2c(=O)n(-c3ccccc3F)c(=S)[nH]c2c1)Cc1ccccc1 (stereo unspecified)
  A = 11% | B = 2% | C = -1% | D = 44% | E = 2% | F = -3 | G = -12% | H = -13% | I = 1%

CC(C)CC(=O)c1c[nH]c(C(=O)NCCCN2CCOCC2)c1
  A = -8% | B = 1% | C = -1% | D = 2% | E = 1% | F = 3 | G = -2% | H = 2% | I = 4%

Cc1ccccc1-c1nnc(SCC(=O)N2CCCCC2)o1
  A = u | B = x | C = 0% | D = 10% | E = -1% | F = -7 | G = -20% | H = -14% | I = u

COc1ccc(S(=O)(=O)Nc2nnc(C(C)(C)C)s2)cc1
  A = -1% | B = -1% | C = -4% | D = 2% | E = 0% | F = 0 | G = 2% | H = -11% | I = 3%

COc1cc(OC)cc(C(=O)NCC(=O)OCc2ccc(Cl)c(Cl)c2)c1
  A = -8% | B = 2% | C = -3% | D = x | E = x | F = 1 | G = -20% | H = x | I = 11%

CCn1cc(NC(=O)CCl)c(C)n1
  A = x | B = 0% | C = x | D = 15% | E = 1% | F = x | G = x | H = -2% | I = x

Cc1cccc(C(=O)Nc2nnc(S(=O)(=O)N(C)c3ccccc3C)s2)c1
  A = 7% | B = x | C = 7% | D = 4% | E = -5% | F = 2 | G = u | H = -1% | I = -25%

COc1ccc(-c2cc(C(=O)N(C)Cc3ccc(OC)c(OC)c3OC)c3ccccc3n2)cc1OC
  A = 11% | B = x | C = -2% | D = x | E = x | F = -10 | G = -19% | H = x | I = -4%

Cc1ccc(OC(=O)CCC(=O)Nc2ccc(Br)cc2)cc1
  A = 33% | B = 2% | C = -6% | D = 5% | E = 0% | F = -6 | G = -16% | H = -6% | I = -6%

CCc1ccc(-c2nc(CSCC(=O)NCCCN3CCCC3=O)c(C)o2)cc1
  A = 8% | B = -3% | C = -7% | D = 34%[activator] | E = 2% | F = -6 | G = 3% | H = -8% | I = 2%

NS(=O)(=O)c1ccc(OC(=O)CNC(=O)OCc2ccccc2)cc1
  A = -27%[58.9 µM] | B = x | C = -5% | D = x | E = x | F = -11 | G = -3% | H = x | I = -2%

CC1(C)Cc2ccccc2C(NNC(=O)c2ccc(Br)o2)=N1
  A = 10% | B = x | C = -1% | D = x | E = x | F = 0 | G = -17% | H = x | I = 0%

C/C(=N\Nc1ccccc1)c1cccc(N)c1
  A = 188%[activator] | B = 3% | C = -2% | D = 0% | E = -10% | F = 7 | G = -4% | H = -16% | I = -18%

CCOC(=O)C1=C(C(F)(F)F)Nc2ncnn2C1c1cc(OC)ccc1OC (stereo unspecified)
  A = 22% | B = 0% | C = -3% | D = -10% | E = 0% | F = -4 | G = -21% | H = -5% | I = -6%

CCCCSc1nnc2c(n1)OC(C(=O)c1ccccc1)Nc1ccccc1-2 (stereo unspecified)
  A = x | B = -5% | C = x | D = 16% | E = -4% | F = x | G = x | H = u | I = x

CCOCCOc1nc2c(c(=O)n(C)c(=O)n2C)n1CCc1ccccc1
  A = 1% | B = 5% | C = -3% | D = -1% | E = 3% | F = -3 | G = -12% | H = -5% | I = -1%

c1ccc(CN2CCN(c3nc4ccccc4c4ccccc34)CC2)cc1
  A = 14% | B = 1% | C = -2% | D = 1% | E = 1% | F = 0 | G = -1% | H = 17% | I = -6%

COc1ccc(C(=O)N2CCC(C(=O)c3c(C)cc(C)cc3C)CC2)cc1
  A = 27% | B = -3% | C = -6% | D = 15% | E = -7% | F = -9 | G = -10% | H = 4% | I = -12%

CCCCn1c(=O)c(C(=O)c2ccccc2)nc2ccccc21
  A = 21% | B = -7% | C = -4% | D = 12% | E = -3% | F = -7 | G = -21% | H = -14% | I = -3%

COc1cccc(N2CCN(C3=NS(=O)(=O)C(c4ccc(C)cc4)=C3C)CC2)c1
  A = 39%[activator] | B = x | C = 0% | D = -1% | E = -1% | F = -11 | G = 6% | H = -1% | I = -10%

CC(C)C(OC(=O)c1nsc(Cl)c1Cl)C(=O)NCc1ccc2c(c1)OCO2 (stereo unspecified)
  A = 0% | B = 0% | C = -1% | D = 19% | E = -1% | F = -3 | G = -8% | H = -13% | I = -11%

O=C(NCCCN1CCCC1=O)c1cccc(S(=O)(=O)N2CCCCC2)c1
  A = 32%[activator] | B = -11% | C = 2% | D = x | E = x | F = -3 | G = -18% | H = x | I = 6%

CCOc1ccc(Nc2cc(=O)n(C)c(=O)n2C)cc1
  A = u | B = -3% | C = -1% | D = 6% | E = 0% | F = -8 | G = 2% | H = -8% | I = u

Arranged by formula weight (lowest first): part of the list above.
Labels used below – A = POLI inh; B = APE1 inh; C = GRP78 ERSR act; D = Pol beta inh; E = BLM helicase inh; F = LDHA inh; G = POLH inh; H = Apoferritin bind; I = Pol kappa inh
CCOCCOc1nc2c(c(=O)n(C)c(=O)n2C)n1CCc1ccccc1
  A = 1% | B = 5% | C = -3% | D = -1% | E = 3% | F = -3 | G = -12% | H = -5% | I = -1%

O=C(NCCCN1CCCC1=O)c1cccc(S(=O)(=O)N2CCCCC2)c1
  A = 32%[activator] | B = -11% | C = 2% | D = x | E = x | F = -3 | G = -18% | H = x | I = 6%

CCOC(=O)C1=C(C(F)(F)F)Nc2ncnn2C1c1cc(OC)ccc1OC (stereo unspecified)
  A = 22% | B = 0% | C = -3% | D = -10% | E = 0% | F = -4 | G = -21% | H = -5% | I = -6%

Next section
Labels used below – A = POLI inh; B = APE1 inh; C = GRP78 ERSR act; D = Pol beta inh; E = BLM helicase inh; F = LDHA inh; G = POLH inh; H = Apoferritin bind; I = Pol kappa inh
COCCn1c(SCC(=O)Nc2c(C)n(C)n(-c3ccccc3)c2=O)nnc1-c1ccncc1
  A = -15% | B = 0% | C = -1% | D = x | E = x | F = -1 | G = -10% | H = x | I = 5%

Cc1ccc(S(=O)(=O)NC2CCCc3ccccc32)cc1C (stereo unspecified)
  A = -7% | B = 2% | C = -7% | D = -3% | E = -10% | F = -3 | G = -16% | H = -18% | I = -9%

CCOc1ccc2[nH]c3c(N4CCC5(CC4)OCCO5)ncnc3c2c1
  A = 112%[activator] | B = -2% | C = -1% | D = -16% | E = -1% | F = 4 | G = -26% | H = 27% | I = -3%

C=CCNC(=S)N/N=C/c1ccccc1OCCOc1ccccc1
  A = 14% | B = 0% | C = -5% | D = 35% | E = -12% | F = -3 | G = -18% | H = 6% | I = -12%

O=S(=O)(Nc1cccc(-c2cn3c(n2)SCC3)c1)c1ccc(F)cc1F
  A = 86%[activator] | B = 1% | C = -3% | D = -5% | E = -6% | F = -4 | G = 6% | H = u | I = -17%

COc1ccc(-c2cc(=O)[nH]c(NCc3ccccc3)n2)cc1
  A = 0%[58.9 µM] | B = -4% | C = -4% | D = -1% | E = -5% | F = -14 | G = -14% | H = -11% | I = -2%

Cc1nc(-c2ccc(F)cc2)sc1CCNC(=O)C(=O)Nc1ccc2c(c1)OCCO2
  A = -5% | B = x | C = -2% | D = 16% | E = -5% | F = -3 | G = -4% | H = -6% | I = -11%[60.1 µM]

COC(=O)COc1ccc(NC(=O)c2ccco2)cc1
  A = 36%[activator] | B = -1% | C = -4% | D = 78% | E = -1% | F = -15 | G = -7% | H = -5% | I = 2%

COc1cccc(NC(=O)N2CCCC2C(=O)Nc2ccc3c(c2)OCCO3)c1 (stereo unspecified)
  A = 12% | B = -11% | C = 0% | D = 25% | E = -5% | F = -9 | G = 9% | H = -2% | I = -1%

CCN(CC)CCCNC(=O)c1ccc2nc(N3CCCCC3)sc2c1
  A = 17% | B = x | C = 0% | D = -8% | E = 4% | F = -1 | G = 1% | H = -6% | I = 1%

O=C(Cc1ccc(Br)cc1)N1CCN(C(=O)c2ccco2)CC1
  A = -16% | B = 21% | C = -4% | D = 1% | E = -1% | F = -7 | G = -24% | H = 0% | I = -1%

COc1ccc(-c2nnn(CC(=O)Nc3ccc4c(c3)OCCO4)n2)cc1OC
  A = -9% | B = 0% | C = -2% | D = x | E = x | F = -13 | G = 4% | H = x | I = 3%

CC1(C)CC(=O)C2=C(C1)c1c(ccc3ccccc13)NC2c1ccc(C(=O)O)cc1 (stereo unspecified)
  A = 21% | B = 9% | C = 1% | D = 15% | E = -3% | F = -15 | G = 4% | H = 349%[activator] | I = -9%

O=C(NNC(=O)C1CC(c2cccnc2)=NO1)Nc1ccccc1F (stereo unspecified)
  A = 6% | B = 1% | C = -3% | D = 0% | E = -3% | F = -9 | G = -15% | H = -5% | I = -6%

CC(=O)N(c1ccccc1C)C1CCCC1
  A = 30% | B = 3% | C = -4% | D = 6% | E = 1% | F = -3 | G = -17% | H = -8% | I = 5%
